Compound activity as filed in PubChem.
Mtb BioA inh = blocks M. tuberculosis BioA enzyme activity; AID 602481; 0.096% of 360,000 active; purified M. tuberculosis BioA enzyme, plate reader; inhibition, % at 9.99 µM; in the data active means inhibition above about 40%; inconclusive means no clear call, values can overlap the other calls
FadD28 binding = blocks FadD28 binding to the bisubstrate probe; 0.22% of 360,000 active; inhibition, % at 12.5 µM; fluorescence polarization; in the data active means inhibition above about 8.5%, passing the limit was not always enough; inconclusive means no clear call, values can overlap the other calls
Mtb UGM inh = blocks M. tuberculosis UGM enzyme. P9WIQ1. purified UGM, fluorescence polarization probe displacement. inhibition, % at 10 µM. 0.06% of 320,000 active. AID 504406; in the data active means inhibition above about 10%, passing the limit was not always enough; inconclusive means no clear call, values can overlap the other calls
Target sequence (P9WIQ1 whole entry, looked up): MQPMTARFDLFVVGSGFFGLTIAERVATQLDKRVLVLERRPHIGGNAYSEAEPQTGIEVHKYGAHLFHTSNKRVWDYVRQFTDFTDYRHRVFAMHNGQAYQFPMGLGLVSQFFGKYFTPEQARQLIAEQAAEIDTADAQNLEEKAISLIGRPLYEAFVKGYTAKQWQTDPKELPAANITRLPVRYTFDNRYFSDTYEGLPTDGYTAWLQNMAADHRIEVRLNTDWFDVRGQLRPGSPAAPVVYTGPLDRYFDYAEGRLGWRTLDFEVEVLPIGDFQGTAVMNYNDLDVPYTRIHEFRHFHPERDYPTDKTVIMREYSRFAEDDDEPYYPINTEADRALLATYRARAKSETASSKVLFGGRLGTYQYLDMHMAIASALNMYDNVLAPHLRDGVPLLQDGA
Rv3671c protease = inhibitors of M. tuberculosis serine protease Rv3671c. P9WHR9. inhibition, % at 5.96 µM. 0.048% of 320,000 active; in the data active means inhibition above about 38%;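 further: extracellular domain of Rv3671c used as enzyme; 0% = enzyme with DMSO and 100% = no enzyme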
GDH-TPI inh = GDH-TPI coupled enzyme inhibition counter-screen; 1.2% of 360,000 active; GDH-TPI coupled enzyme counterscreen, NADH absorbance; inhibition, % at 4.8 µM; AID 588335; in the data active means inhibition above about 30%;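 further: 0% = DMSO wells and 100% = wells lacking the enzyme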
Mtb FBA inh = inhibits M. tuberculosis FBA enzyme; purified M. tuberculosis FBA, fluorescence read-out; inhibition, % at 1 µM; 2.3% of 360,000 active; in the data active means inhibition above about 27%;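 further: 0% = vehicle and 100% = reference inhibitor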
Target sequence (P9WQA3 whole entry, looked up): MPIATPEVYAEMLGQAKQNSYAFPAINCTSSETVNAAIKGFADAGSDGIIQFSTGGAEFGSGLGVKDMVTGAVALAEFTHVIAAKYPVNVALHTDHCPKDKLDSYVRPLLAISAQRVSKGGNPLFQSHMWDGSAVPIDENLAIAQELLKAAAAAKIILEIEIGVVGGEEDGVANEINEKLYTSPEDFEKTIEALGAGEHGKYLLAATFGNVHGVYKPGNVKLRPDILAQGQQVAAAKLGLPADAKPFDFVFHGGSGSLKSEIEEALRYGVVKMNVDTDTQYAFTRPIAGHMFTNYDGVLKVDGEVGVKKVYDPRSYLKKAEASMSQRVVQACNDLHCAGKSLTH
PrPC surface inh = reduces human prion protein on the cell surface. P04156. cell surface PrPC, TR-FRET read-out. inhibition, % at 13.8 µM. 0.43% of 370,000 active. AID 720596; in the data active means inhibition above about 24%; further: 0% = median of the test wells and 100% = reference compound wells
BoNT-F LC inh = blocks Botulinum neurotoxin F light chain protease. 0.22% of 360,000 active. AID 588497. inhibition, % at 10 µM. Multiplex microsphere protease cleavage assay, flow cytometry; in the data active means inhibition above about 35%, passing the limit was not always enough; inconclusive means no clear call, values can overlap the other calls; further: plate controls were buffer without enzyme for full effect and enzyme alone for no effect
MazF activator = activators of E. coli MazEF toxin-antitoxin RNase | FAM/BHQ RNA-DNA oligo cleavage fluorescence, 5 h | activation, % at 20 µM | 0.32% of 350,000 active | P0AE70; in the data active means activation above about 50%
Target sequence (P0AE70 whole entry, looked up): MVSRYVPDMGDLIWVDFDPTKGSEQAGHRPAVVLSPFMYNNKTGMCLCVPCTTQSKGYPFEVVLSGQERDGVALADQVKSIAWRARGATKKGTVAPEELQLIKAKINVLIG
Numbers without * were called inactive; ? = inconclusive; / = not tested or not shown; & = joins results of further samples.

Compound,Rv3671c protease,Mtb BioA inh,PrPC surface inh,BoNT-F LC inh,Mtb UGM inh,FadD28 binding,MazF activator,GDH-TPI inh,Mtb FBA inh
CC1(C)CC(Cc2cccc(C(F)(F)F)c2)N(C(=O)OC(C)(C)C)C1 (stereo not given),/,-2.5,-1,-2,/,-2.6,2,-12,1
CC(C)CC(NC(=O)C1CCC(=O)N1C(=O)OCc1ccccc1)C(=O)NC(Cc1ccccc1)C(N)=O (stereo not given),5,-0.8,6,-2,0.8,-2.9,-7,-6,-6
COc1cccc(NC(=O)NNC(=O)c2ccc3c(c2)NC(=O)C(C)(C)O3)c1,-2,-6.6,1,6,4.1,-1.6,-21,6,-1
COc1ccc(C)cc1NC(=O)C(=O)N1CCCC1,-4,/,3,2,0.1,0.0,9,-8,1
CC/C(=N\O)C(C)(C)/[N+]([O-])=C/c1ccc(Br)cc1,3,-0.8,11,1,1.0,-0.9,-2,3,2
O=C(Nc1cccc(Cl)c1)c1ccc(S(=O)(=O)NCC2CCCO2)cc1 (stereo not given),5,1.3,2,-8,0.4,-0.3,-25,0,3
CC(=O)c1cccc(CN2CCC(CO)(Cc3ccccc3)CC2)c1,1,/,0,-1,-4.2,-2.5,3,10,-6
Cc1ccccc1N1CCN(C(=O)NCc2cccc(Cl)c2)CC1,6,-1.9,2,-9,0.4,-2.0,-19,-1,-2

The results go on.
Compound,Rv3671c protease,Mtb BioA inh,PrPC surface inh,BoNT-F LC inh,Mtb UGM inh,FadD28 binding,MazF activator,GDH-TPI inh,Mtb FBA inh
O=C(CSc1ccc(Br)cc1)Nc1cccc(S(=O)(=O)N2CCOCC2)c1,/,-0.2,7,3,/,-2.7,2,1,-2
Cc1nc2ccccc2c(=O)n1-c1ccccc1[N+](=O)[O-],-4,/,-7,-1,1.6,-1.1,-8,0,2
Cc1cccc(C)c1OCC(O)CN1CCN(c2ccccc2)CC1 (stereo not given),6,0.3,-5,-1,-0.1,-1.9,-1,0,2
Cc1cc(C(=O)CN2C(=O)c3ccccc3C2=O)c(C)n1C1CC1,-6,-1.4,0,-1,-4.8,0.9,-2,10,2
Cc1cccc(N(CC(=O)NC(C)C)C(=O)CCC(=O)Nc2ccccn2)c1,-9,13,2,6,-0.4,-3.6,3,-6,-2
CN(C)/C(Cn1cncn1)=C1/N=C(c2ccccc2)OC1=O,1,/,-6,4,1.6,-0.9,2,20,1
CCC1(CC)C(=O)NC(=NCCc2c[nH]c3ccccc23)NC1=O,-1,-5.8,-5,-8,-1.1,0.3,3,12,-3
COc1ccc(CNC(=O)C2CCCN2CCc2ccccc2)cc1OC (stereo not given),-3,/,-2,-1,-0.1,-4.3,-2,-1,2

Continued.
Compound,Rv3671c protease,Mtb BioA inh,PrPC surface inh,BoNT-F LC inh,Mtb UGM inh,FadD28 binding,MazF activator,GDH-TPI inh,Mtb FBA inh
COc1ccc(C)cc1NC(=O)Cn1c(=O)oc2ccccc21,-4,-1.5,11,7,-3.0,?,-5,-8,-3
COc1ccc(-c2cn(CCC(=O)NCc3ccc(C)cc3)c(-c3ccncc3)n2)cc1,-9,-0.5,3,0,-0.6,-3.0,-12,-2,1
CCC(=O)N1c2ccc(S(=O)(=O)N3CCOCC3)cc2CC1C (stereo not given),0,/,-1,3,-0.4,-0.5,-2,6,-2
CC(=O)c1cccc(NS(=O)(=O)c2ccc(N/C=C/C(=O)c3ccc(F)cc3)cc2)c1,-71,/,6,2,-0.4,-5.8,-5,12,2
COc1ccccc1CCC(=O)N1CCN(S(=O)(=O)c2cc(C(F)(F)F)ccc2Cl)CC1,2,1.4,-4,-8,0.0,-3.2,2,-13,1
Cc1cc(N2CCOCC2)ccc1/C=C1\NC(=O)N(CC(=O)Nc2ccccc2C)C1=O,8,5.4,1,-18,1.7,-1.4,4,20,-1
Cc1nc2ncnn2c(Nc2ccc3c(c2)OCO3)c1Cc1ccccc1,-2,26,9,4,2.3,-3.5,-5,4,-5
COC(=O)[C@H]1C[C@@H]1[C@H](NS(=O)(=O)c1ccc2ccccc2c1)c1ccccc1,-10,-1.2,5,7,-0.8,-0.5,10,5,5

Part of the list above, set out differently.
The line under a structure holds: Rv3671c protease | Mtb BioA inh | PrPC surface inh | BoNT-F LC inh | Mtb UGM inh | FadD28 binding | MazF activator | GDH-TPI inh | Mtb FBA inh
> CCC(=O)N1c2ccc(S(=O)(=O)N3CCOCC3)cc2CC1C (stereo not given)
  0 | / | -1 | 3 | -0.4 | -0.5 | -2 | 6 | -2
> CC(=O)c1cccc(NS(=O)(=O)c2ccc(N/C=C/C(=O)c3ccc(F)cc3)cc2)c1
  -71 | / | 6 | 2 | -0.4 | -5.8 | -5 | 12 | 2
> COc1ccccc1CCC(=O)N1CCN(S(=O)(=O)c2cc(C(F)(F)F)ccc2Cl)CC1
  2 | 1.4 | -4 | -8 | 0.0 | -3.2 | 2 | -13 | 1

Carrying on.
Compound,Rv3671c protease,Mtb BioA inh,PrPC surface inh,BoNT-F LC inh,Mtb UGM inh,FadD28 binding,MazF activator,GDH-TPI inh,Mtb FBA inh
O=C1CCCC/C1=N\Nc1ccc(OCc2ccccc2)cc1,-6,/,18,-9,0.4,2.7,13,6,1
CCN(CC)C(=S)NC(=O)c1ccc(OC)c(Br)c1,1,-0.9,3,-5,-0.9,-0.4,-10,7,5
O=C(O)CN1C(=O)COc2ccc(S(=O)(=O)N3CCCCCC3)cc21,-3,0.4,-2,-8,2.0,-3.8,3,-8,2
CSc1cc(C)n(-c2ccccc2)c(=S)c1C(C)=O,4,4.5,-8,0,-0.5,-1.6,2,5,-1
COc1ccc(C(=O)Nc2ccc([N+](=O)[O-])cn2)cc1OC,2,0.6,-39,-4,1.6,-1.7,4,25,2
CCC(C(=O)NCc1ccco1)N(C(=O)CNS(=O)(=O)c1ccc(C)cc1)c1ccccc1OC (stereo not given),/,/,-3,6,/,-2.1,-2,6,-1
CCN(CC)CCC(O)(c1ccccc1)C1CCCCC1 (stereo not given),-2,-0.2,3,/,-1.7,0.3,2,1,-2
Cc1cc(C)cc(NC(=O)COC(=O)c2ccc3c(c2)OCCO3)c1,-8,-1.3,-3,0,1.7,-1.0,-9,7,1

Carrying on.
Compound,Rv3671c protease,Mtb BioA inh,PrPC surface inh,BoNT-F LC inh,Mtb UGM inh,FadD28 binding,MazF activator,GDH-TPI inh,Mtb FBA inh
COc1ccc(-c2onc(C)c2-c2ccc(C(=O)OC(C)C)o2)c(O)c1,-5,2.6,4,-20,3.1,-2.1,8,17,7
Cc1ccc2oc3ccccc3c(=O)c2c1,/,-1.2,-3,0,/,-0.6,8,14,14
COC(=O)c1cc(S(=O)(=O)NCc2cc(OC)c(OC)c(OC)c2)cn1C,-7,-0.5,-2,6,1.7,-0.2,5,1,-1
O=c1[nH]cc(S(=O)(=O)N2CCN(c3ccc(F)cc3)CC2)c(=O)[nH]1,/,-0.4,0,0,/,-0.8,3,7,-2
CC(C)C(OC(=O)c1ccc(Cl)nc1)C(=O)NC1CCCCC1 (stereo not given),1,/,1,-8,-0.8,-2.5,7,1,0
NC1=NC(=O)C(CC(=O)Nc2ccc3c(c2)OCO3)S1 (stereo not given),1,/,4,-6,0.6,-1.0,5,2,1
NC(=S)NN=Cc1nccc2c(N)cccc12,/,1.4,5,-8,/,-3.4,13,18,-8
CCOC(=O)CSc1nc2c(sc(=S)n2-c2ccccc2OC)c(=O)n1Cc1ccco1,-8,-0.2,-4,-5,-0.9,0.0,-1,16,-2

(continued)
Compound,Rv3671c protease,Mtb BioA inh,PrPC surface inh,BoNT-F LC inh,Mtb UGM inh,FadD28 binding,MazF activator,GDH-TPI inh,Mtb FBA inh
CC(=O)c1c(C)oc2ccc(N(C(C)=O)S(=O)(=O)c3cccc4cccnc34)cc12,-7,/,18,-5,0.1,-0.1,-12,8,-1
C=CCNC(=O)c1onc(CSc2cccc3ccccc23)c1C(=O)O,-11,1.6,2,-9,-0.4,-4.4,3,-11,-1
CCOC(=O)N1CCN(CC(=O)Nc2nc3ccc(OC)cc3s2)CC1,2,-0.5,10,?,-0.1,-0.8,4,1,2
COc1ccc(-c2nc(SCC(=O)Nc3cccc(S(N)(=O)=O)c3)n[nH]2)cc1,/,1.0,0,2,/,-5.9,1,-7,-1
S=c1nc(-c2cc(Cl)cc(Cl)c2)[nH][nH]1,5,/,8,?,-0.4,-0.8,-7,6,1
O=C(CSc1nnc(Cn2nnc3ccccc32)o1)Nc1cccc(Cl)c1,6,1.3,4,11,3.1,-1.6,6,8,1
O=C(COC(=O)c1ccc(Cl)nc1)Nc1cccnc1Cl,6,0.4,-4,-16,-3.1,-1.4,0,0,0
CCC1(CC)C(=O)NC(=O)N(CCc2ccccn2)C1=O,/,/,-14,1,/,-4.0,6,0,-1

Going on with the list:
Compound,Rv3671c protease,Mtb BioA inh,PrPC surface inh,BoNT-F LC inh,Mtb UGM inh,FadD28 binding,MazF activator,GDH-TPI inh,Mtb FBA inh
Cc1cc(-c2ccc(S(=O)(=O)N(C)c3ccc(C)c(C)c3)s2)on1,-21,-1.8,-9,5,3.0,-3.5,-24,-3,-7
CCCN1CCC(NC(=O)Nc2ccccc2C(=O)OC)CC1,6,1.2,-11,3,3.0,0.3,-1,-4,9
COc1ccc(/C=C2\N=C3CCCCCN3C2=O)cc1,-9,-0.3,-9,-5,0.6,-4.0,1,18,-3
COc1ccccc1CNC(=O)COC(=O)c1ccccc1-c1ccccc1,-4,16,-1,2,-0.2,-2.2,1,11,3
COCCOC(=O)C1=C(C)Nc2nc(C)nn2C1c1ccc(F)cc1 (stereo not given),3,-1.3,4&0,4&6,1.3,-4.8&-4.3,8&3,0&9,-1&-1
O=C(NCCCN1CCN(c2ccccc2F)CC1)C1CC(=O)N(C2CCCC2)C1 (stereo not given),0,-0.3,5,-8,-0.5,-3.1,1,6,-2
CO/N=C/NC(=O)c1c(OC)ccnc1Oc1ccccc1,-3,-0.4,1,-4,-0.4,-2.3,-14,2,5
Cn1c(CCN2CCOCC2)nc2cc(NS(=O)(=O)c3ccccc3)ccc21,2,1.5,-1,4,1.0,0.2,11,-3,2

Carrying on.
Compound,Rv3671c protease,Mtb BioA inh,PrPC surface inh,BoNT-F LC inh,Mtb UGM inh,FadD28 binding,MazF activator,GDH-TPI inh,Mtb FBA inh
CC1CCN(CC(=O)Nc2cc(C(F)(F)F)ccc2Cl)CC1,3,0.1,-6,-13,3.4,-3.0,-3,-5,2
Cc1cc(Cl)ccc1OCCCC(=O)NCCc1nnc2ccccn12,3,-2.9,-1,5,0.4,-0.5,4,7,2
CC(=O)Nc1ccc(CNc2nc(NCC3CC3)nc3ccsc23)cc1,/,1.8,-1,-5,/,-1.7,/,10,3
CC(C)[C@H](N)C(=O)N[C@H]1CCC2C3CC=C4C[C@@H](O)CC[C@]4(C)C3CC[C@@]21C (stereo not given in full),/,-1.6,-3,-4,/,-7.6,5,6,0
CCN(CC)CCCNC(=O)/C(=C\c1cccn1C)NC(=O)c1cccs1,-2,/,-6,1,3.1,-0.8,4,35*,2
O=C(NCc1cccs1)C1CCC(=O)N(Cc2cccc(C(F)(F)F)c2)C1 (stereo not given),-8,-0.1,-5,-131,1.7,-2.6,-8,17,5
CCOc1cc(Br)c(CC(=O)NC2CCCCCC2)cc1OCC,9,-1.5,8,-1,-4.9,-3.5,8,6,-3
COc1ccccc1NC(=O)c1cc2c(CO)cnc(C)c2oc1=Nc1cc(OC)c(OC)c(OC)c1,9,-0.9,9,4,0.8,0.4,14,8,5
Nc1nc2c(s1)C(=O)CC(c1ccccc1)C2 (stereo not given),3,2.9,-3,0,1.1,-6.9,-4,9,-4
CC1SC(C)C(=O)N(CC(=O)Nc2ccc([N+](=O)[O-])cc2)C1=O (stereo not given),11,/,-9,-2,-0.3,-3.0,1,6,-3
